# High-throughput results from PubChem BioAssay.
# RAD54 inh = blocks human RAD54 Holliday junction branch migration; AID 602329; Q92698; inhibition, % at 10.4 µM; FAM/BHQ fluorescence; 360,000 compounds, 0.14% hits;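 active means mean normalized replicate activity at least 40 and at least half of replicates scoring 40 or more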;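 further: 0% = median of neutral control wells and 100% = median of positive control wells; inhibitors cause a drop in the FAM fluorescence signal; in these data hits start at about 50%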
# Target sequence (Q92698 whole entry, looked up): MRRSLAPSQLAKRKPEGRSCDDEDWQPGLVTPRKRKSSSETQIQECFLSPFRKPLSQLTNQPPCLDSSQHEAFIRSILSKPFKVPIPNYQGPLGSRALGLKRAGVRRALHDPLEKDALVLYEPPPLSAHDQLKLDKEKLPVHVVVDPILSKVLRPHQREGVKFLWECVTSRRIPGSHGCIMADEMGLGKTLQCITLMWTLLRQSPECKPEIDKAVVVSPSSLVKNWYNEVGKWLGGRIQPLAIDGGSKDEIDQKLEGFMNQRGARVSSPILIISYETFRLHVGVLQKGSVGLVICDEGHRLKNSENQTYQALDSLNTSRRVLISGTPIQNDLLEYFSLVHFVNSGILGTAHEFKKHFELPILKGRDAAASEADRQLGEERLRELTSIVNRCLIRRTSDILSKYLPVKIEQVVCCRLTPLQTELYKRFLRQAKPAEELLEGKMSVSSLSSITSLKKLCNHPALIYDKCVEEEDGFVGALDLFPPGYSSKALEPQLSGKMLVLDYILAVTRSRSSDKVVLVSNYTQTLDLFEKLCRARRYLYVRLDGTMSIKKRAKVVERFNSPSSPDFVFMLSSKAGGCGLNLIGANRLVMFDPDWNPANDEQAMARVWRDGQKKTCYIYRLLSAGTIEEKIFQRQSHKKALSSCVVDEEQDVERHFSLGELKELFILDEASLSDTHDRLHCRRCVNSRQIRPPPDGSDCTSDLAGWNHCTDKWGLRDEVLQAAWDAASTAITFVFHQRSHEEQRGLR
# Active calls of the source: *. A portion of the library. The share of hits here may be higher or lower than overall.
SMILES,RAD54 inh
CCC1CCCCN1CCNC(=O)C1CCN(S(=O)(=O)c2c(C)noc2C)CC1 (configuration not stated),4
COc1ccc(C(=O)OCC(=O)Nc2cc(C)on2)cc1S(=O)(=O)N1CCOCC1,-3
O=C(Nc1ccon1)c1cccc(S(=O)(=O)N2CCCC2)c1,9
O=C(c1cccs1)N1CCCC(c2ccccc2)C1 (configuration not stated),2
O=C(O)CC(NC(=O)c1ccccc1NC(=O)c1ccccc1)C(=O)O (configuration not stated),-4
O=C(NC1C/C=C\C(c2ccccc2)N(c2ccccc2)C(=O)C1)OCC1c2ccccc2-c2ccccc21 (configuration not stated),-7
C=CCSc1nnc(-c2cc3c(C(F)(F)F)nn(C)c3s2)n1C,-1
Cc1ccc(C)c(OCC(=O)NCCNC(=O)COc2cc(C)ccc2C)c1,6
NC(=O)CSc1oc(-c2ccc(F)cc2)nc1S(=O)(=O)c1ccccc1,-2
OCCOCCNc1ncnc2sc(-c3ccccc3)cc12,5
CCOC(=O)N1CCN(S(=O)(=O)c2cc(C)c(C)cc2C)CC1,-4
COCCCN1C(=O)C(=O)/C(=C(/O)c2ccc(OC(C)C)cc2)C1c1ccncc1 (configuration not stated),12
Cc1cc(C)cc(N(C(=O)CNC(=O)c2ccco2)C(C(=O)NC2CCCC2)c2cccnc2)c1 (configuration not stated),5
O=C1Nc2c(c(=O)[nH]c(=O)n2-c2ccccc2F)C(C(F)(F)F)(C(F)(F)F)N1,-1
CCOC(=O)/C(C(N)=NC(C)C)=C(\O)c1ccccc1,-5
COc1ccc(C)cc1Nc1n[n+](-c2ccccc2)c(-c2cc([N+](=O)[O-])cc(OC)c2O)s1,2
COc1cc2c(cc1OC)CN(C(=O)CC1CC3CCC1C3)CC2 (configuration not stated),-5
Cc1ccc(N2CCN(C(=O)CN3C(=O)c4ccccc4C3=O)CC2)cc1,12
CCOc1ccc(NC(=O)C2CC(=O)N(CC)C(=Nc3ccc4c(c3)OCO4)S2)cc1 (configuration not stated),11
CCOC(=O)c1ccccc1NC(=O)COC,6
Nc1nc(Cl)cc(N2CCOCC2)n1,-14
CCC(=O)c1cc(F)c(N2CCN(S(=O)(=O)c3ccccc3)CC2)cc1C,4
CSCCC(NC(N)=O)C(=O)NCC1CCCCC1 (configuration not stated),-17
O=C(Nc1ccccc1N1CCN(C(=O)c2ccccc2)CC1)c1cc2ccccc2o1,-1
Cc1[nH]c(=O)[nH]c(=O)c1S(=O)(=O)N1CCC(C(=O)N2CCN(Cc3ccccc3)CC2)CC1,-7
Cc1ccc(NC(=O)CCc2c(C)nc3ncnn3c2C)nc1,-8
CCN(CC)C(=O)c1csc(Nc2ccc(C)cc2)n1,-2
O=C1Nc2ccccc2C12OCCCO2,-5
COc1ccc(CCNC(=O)c2nnc(Cc3c(F)cccc3Cl)o2)cc1OC,-9
CCn1c(Cc2ccccc2)nnc1SCC(=O)Nc1ccccc1N1CCOCC1,-9
CCOC(=O)c1c(NC(=O)Cc2cccs2)sc(C(=O)NC2CCCCC2)c1C,14
CCOC(=O)c1cnn(-c2nc(-c3ccccc3F)cs2)c1C(F)(F)F,-1
O=C(COc1ccc(S(=O)(=O)N2CCCC2)cc1)NCc1ccco1,0
CCOC(=O)c1[nH]c2ccc(F)cc2c1NC(=O)CCN1CCSCC1,5
CCCCc1c(O)nc(SCC(=O)c2ccccc2)[nH]c1=O,7
Cc1cccc(-n2c(N)cc(=O)nc2SCC(=O)NC2CCCCC2)c1,0
Cc1ccccc1OCc1nc2ccccc2c(=O)n1/N=C/c1ccco1,-3
O=C(O)c1cccc(NS(=O)(=O)c2ccc(C3CCCCC3)cc2)c1,3
Cc1c(NC(=O)COC(=O)C2CC3C=CC2C3)c(=O)n(-c2ccccc2)n1C (configuration not stated),-11
CCOC(=O)/C(=C\c1cccnc1)C(=O)c1cc(C(C)=O)c(Nc2ccccc2)s1,-5
CCCc1cc(C(=O)O)c2ccccc2n1,6
Nn1cc(-c2ccccc2)nc1SCC(=O)NC1CCS(=O)(=O)C1 (configuration not stated),-3
COc1ccc(CCNC(=O)c2nnn(-c3cc(C)cc(C)c3)c2N)cc1OC,-1
CCCSc1nnc(C(C)C)n1N,3
CSc1nsc(SC)c1NC(=O)OCCc1ccccn1,1
O=C(Oc1ccc(Br)cc1)c1cncc(Br)c1,7
CCn1c(Cc2ccccc2)nnc1SCC(=O)Nc1ccccc1,2
CCOC(=O)COc1c(OC)cc(Cl)cc1C1Nc2ccccc2C(=O)N1c1ccc(F)cc1 (configuration not stated),-1
COc1ccc(/C=N/O)cc1COc1ccc(NC(C)=O)cc1,5
O=C1c2ccccc2C(=O)N1CCCc1nc2ccccc2c(=O)n1CCCn1ccnc1,5
# Other compounds.
SMILES,RAD54 inh
CCOC(=O)C1=C(SCC)c2cc3c(n2C1=O)CCCC3,0
Cc1ccc2c(c1)NCCO2,5
C[C@@H]1C[C@H](Nc2ccccc2)c2ccccc2N1C(=O)c1cccnc1,2
O=C(NCc1ccc(F)cc1)C1CCCN(S(=O)(=O)c2cccnc2)C1 (configuration not stated),0
c1ccc2cc(OCCN3CCCC3)ccc2c1,6
COc1ccccc1NC(=O)Cc1nn(C)c(=O)c2ccccc12,1
CN(C(=O)c1cccc(C#N)c1)c1nnc(-c2ccccn2)s1,-4
C=CCOc1c(Br)cc(CNc2nccs2)cc1OC,1
COc1ccc(NC(=S)NCC2CCCO2)c(OC)c1 (configuration not stated),6
CCOC(=O)CN1N=C(/C=C/c2ccc(OC)cc2)CCC1=O,-7
COc1cccc(C(C(=O)NC2CCCC2)N(Cc2ccccc2OC)C(=O)c2ccco2)c1 (configuration not stated),-2
CCOc1ccc2nnnn2n1,-11
COc1cccc(C(=O)OCc2ccccc2C#N)c1O,5
COc1ccc(C(c2c(C)[nH]n(C(N)=S)c2=O)C(C#N)C#N)cc1 (configuration not stated),0
CC1CCCN(C(c2cccs2)c2nnnn2Cc2ccccc2)C1 (configuration not stated),-1
O=C(O)COc1ccccc1C1C2C(=O)N(c3ccccc3)C(=O)C2ON1c1ccccc1 (configuration not stated),-9
O=C(Cn1cc(C(=O)c2cccs2)c2ccccc21)NC1CCCCC1,4
Cc1cc(C)n(C(=O)CCCCCCCCC(=O)n2nc(C)cc2C)n1,-2
CN(Cc1ccccc1)C(=O)CN(Cc1ccccc1)S(C)(=O)=O,-5
COc1ccc(CN2C3CCCC2CC(NC(=O)Nc2cccc(C)c2)C3)cc1 (configuration not stated),8

# Next section; it opens with the 3 that closed the last part.
SMILES,RAD54 inh
Cc1cc(C)n(C(=O)CCCCCCCCC(=O)n2nc(C)cc2C)n1,-2
CN(Cc1ccccc1)C(=O)CN(Cc1ccccc1)S(C)(=O)=O,-5
COc1ccc(CN2C3CCCC2CC(NC(=O)Nc2cccc(C)c2)C3)cc1 (configuration not stated),8
Cc1ccc(-c2c3c(=O)n(C)c(=O)n(C)c3cn2CCCN2CCOCC2)cc1,11
CC(O)C(=O)NCCOCCOCCNC(=O)C(C)O (configuration not stated),-4
O=C1NCCCC1C(=O)Nc1ccccc1C(F)(F)F (configuration not stated),0
COc1cccc(C2C(C#N)=C(N)OC3=C2C(=O)CCC3)c1OC(=O)c1ccco1 (configuration not stated),-6
O=C1Nc2ccccc2CCC1Sc1nnc(-c2ccc(Cl)cc2)s1 (configuration not stated),5
CCn1nc(C)c(/C=N/NC(=O)c2ccoc2C)c1C,-16
Cc1c(Cl)c(C(=O)NNC(=S)Nc2ccccc2)nn1C,3
CCOc1ccc2[nH]c(=O)c(CN(CCCO)C(C)=O)cc2c1,-3
O=C(C1=C(O)C(=O)N(CCCn2ccnc2)C1c1ccccc1)c1ccco1 (configuration not stated),10
Cc1nc2ncnn2c(C)c1CCC(=O)NCCCN1CCN(c2cccc(Cl)c2)CC1,13
COC(=O)c1sc(N2C(=O)c3oc4ccccc4c(=O)c3C2c2cccs2)nc1C (configuration not stated),4
COc1ccc(/C(N)=N/OC(=O)c2cccc([N+](=O)[O-])c2)cc1OC,-1
C#CCOCCOCCOCCNc1nc(N2CCN(C(=O)[C@H](CCCCN)n3cc(C(N)CC(C)C)nn3)CC2)nc(N2CCN(C(=O)[C@H](CCC(=O)O)n3cc(C(N)[C@H](C)CC)nn3)CC2)n1 (some centres not stated),-2
O=C1CC(N2CCN(c3cccc(C(F)(F)F)c3)CC2)C(=O)N1c1ccc(F)cc1 (configuration not stated),5
CCC(=O)NC(Nc1cc(C)cc(C)n1)(C(F)(F)F)C(F)(F)F,-2
CC(C)C(c1nnnn1C1CCCC1)N1CCN(c2ccccc2F)CC1 (configuration not stated),1
Cc1nn2cc(-c3ccc(N)cc3)nc2s1,-6
CCCNC(=O)c1ccccc1NS(=O)(=O)c1ccc(OC)c(OC)c1,8
CC(C)OC(=O)Cn1cnc2ccc(Br)cc2c1=O,1
O=C(c1cccs1)N1CCN(C(=O)C(c2ccccc2)c2ccccc2)CC1,3
Cc1c(C)n(C(=O)CN2CCN(c3ccccn3)CC2)c2ccccc12,-11
O=C(NC1CCCCC1)C(c1ccccc1)N(Cc1ccco1)C(=O)Cn1cnc2ccccc21 (configuration not stated),-5
CCCCNS(=O)(=O)c1cccc(S(=O)(=O)N2CCCC2)c1,-2
CC(=O)N=c1sc2nc3ccccc3nc2n1N(C(C)=O)C(C)=O,-12
COc1ccc(CN2CC(C(=O)N3CCOCC3)CC2=O)cc1 (configuration not stated),-4
O=C1NC2(CCCCC2)N=C1c1ccccc1,4
CCCC(=O)N1c2ccccc2[C@@H](N(C(C)=O)c2ccccc2)C[C@H]1C,-6
C#CCOC(=O)CCCNc1ccc([N+](=O)[O-])cc1[N+](=O)[O-],-6
CCCCNC(=S)NNC(=O)c1csc(C)c1,1
COC(=O)c1ccc(Oc2nc(Nc3ccc(F)cc3)nc(N3CCCC3)n2)cc1,4
COc1ccc2[nH]c(=O)c(CN(C(=O)NC3CCCCC3)C3CCCC3)cc2c1,3
CCOC(=O)N1CCN(c2cc(=O)n(Cc3ccc(F)cc3)c(=O)[nH]2)CC1,2
c1ccc(CCn2c(SCc3ccccc3)nnc2-c2ccncc2)cc1,6
O=C1CC(N2CCCCC2)C(=O)N1c1ccccc1 (configuration not stated),-1
Cc1cc(=O)oc2cc(OCC(=O)N3CCOCC3)ccc12,-8
CSc1ccccc1NC(=O)Nc1cccc(Cl)c1Cl,-5
CC1Sc2ccc(C(=O)O)cc2NC1=O (configuration not stated),1
Cc1ccc2nc(C3CCN(C(=O)c4ccco4)CC3)[nH]c2c1,-10
Cc1cccc(N2CCN(Cc3c(C)n(C)n(-c4ccccc4)c3=O)CC2)c1C,-6
CC(=O)Nn1cc2c(c1-c1ccccc1)c(=O)n(C)c(=O)n2C,2
CSC(=Nc1ccccc1)C1=C(O)COC1=O,-3
Clc1ccccc1-c1nnc2sc(-c3ccccn3)nn12,-4
CCCn1c(=S)[nH]c2cc(C(=O)N3CCCC(C(=O)OCC)C3)ccc2c1=O (configuration not stated),-1
CCCCn1nc(NC(=O)c2cccs2)c2cc3ccccc3nc21,-4
O=C(NC(C(=O)N/N=C/c1ccccc1)c1n[nH]c(=O)c2ccccc12)c1ccccc1 (configuration not stated),-2
C=C(C)c1cccc(C(C)(C)NC(=O)N2CCCCC2CC)c1 (configuration not stated),3
O=C(NC1CCN(C(=O)NCc2ccccc2)CC1)c1ccco1,0
CC(C)(C)c1ccc(S(=O)(=O)N2CC(=O)Nc3ccccc32)cc1,1
COc1cccc(-c2nnn(CC(=O)Nc3ccc(C)cc3C)n2)c1OC,-6
COc1ccc2[nH]c(=O)c(CN(CCc3cccc(C)c3)C(C)=O)cc2c1,9
# Next results.
SMILES,RAD54 inh
COc1ccc(NC(=O)[C@@H]2[C@@H]3C(=O)N(C4CCCCC4)C(=O)[C@@H]3C3c4ccccc4C=CN32)cc1 (some centres not stated),-3
COC(=O)C1=C(CSc2nc3c(cc2C#N)CN(C)CC3)OC(N)=C(C#N)C1c1ccc(F)cc1 (configuration not stated),-14
O=C(CN1C(=O)c2ccccc2C1=O)N1CCOCC1,3
Cc1cc2n(n1)C(c1c[nH]c3ccccc13)Nc1ccccc1-2 (configuration not stated),-11
Cc1oc2c(C)c3oc(=O)c4c(c3cc2c1C)CCC4,-8

# Structural class: the entries above containing fluorine.
SMILES,RAD54 inh
C=CCSc1nnc(-c2cc3c(C(F)(F)F)nn(C)c3s2)n1C,-1
NC(=O)CSc1oc(-c2ccc(F)cc2)nc1S(=O)(=O)c1ccccc1,-2
O=C1Nc2c(c(=O)[nH]c(=O)n2-c2ccccc2F)C(C(F)(F)F)(C(F)(F)F)N1,-1
CCC(=O)c1cc(F)c(N2CCN(S(=O)(=O)c3ccccc3)CC2)cc1C,4
COc1ccc(CCNC(=O)c2nnc(Cc3c(F)cccc3Cl)o2)cc1OC,-9
CCOC(=O)c1cnn(-c2nc(-c3ccccc3F)cs2)c1C(F)(F)F,-1
CCOC(=O)c1[nH]c2ccc(F)cc2c1NC(=O)CCN1CCSCC1,5
CCOC(=O)COc1c(OC)cc(Cl)cc1C1Nc2ccccc2C(=O)N1c1ccc(F)cc1 (configuration not stated),-1
O=C(NCc1ccc(F)cc1)C1CCCN(S(=O)(=O)c2cccnc2)C1 (configuration not stated),0
O=C1NCCCC1C(=O)Nc1ccccc1C(F)(F)F (configuration not stated),0
O=C1CC(N2CCN(c3cccc(C(F)(F)F)c3)CC2)C(=O)N1c1ccc(F)cc1 (configuration not stated),5
CCC(=O)NC(Nc1cc(C)cc(C)n1)(C(F)(F)F)C(F)(F)F,-2
CC(C)C(c1nnnn1C1CCCC1)N1CCN(c2ccccc2F)CC1 (configuration not stated),1
COC(=O)c1ccc(Oc2nc(Nc3ccc(F)cc3)nc(N3CCCC3)n2)cc1,4
CCOC(=O)N1CCN(c2cc(=O)n(Cc3ccc(F)cc3)c(=O)[nH]2)CC1,2
COC(=O)C1=C(CSc2nc3c(cc2C#N)CN(C)CC3)OC(N)=C(C#N)C1c1ccc(F)cc1 (configuration not stated),-14
